Screens from PubChem.
GALR2 blocker: GALR2 antagonists in receptor-expressing cells, primary screen; Galanin receptor type 2 (Homo sapiens), O43603; antagonist mode; inhibition, % at 4 µM; 0.39% of 140,000 active; AID 828, 2007; in the data active = inhibition above about 27%;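 note: cells stimulated with galanin 1-16 at roughly its EC80; 0% = agonist challenge control and 100% = basal control without agonist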
Target sequence (O43603 whole entry, looked up): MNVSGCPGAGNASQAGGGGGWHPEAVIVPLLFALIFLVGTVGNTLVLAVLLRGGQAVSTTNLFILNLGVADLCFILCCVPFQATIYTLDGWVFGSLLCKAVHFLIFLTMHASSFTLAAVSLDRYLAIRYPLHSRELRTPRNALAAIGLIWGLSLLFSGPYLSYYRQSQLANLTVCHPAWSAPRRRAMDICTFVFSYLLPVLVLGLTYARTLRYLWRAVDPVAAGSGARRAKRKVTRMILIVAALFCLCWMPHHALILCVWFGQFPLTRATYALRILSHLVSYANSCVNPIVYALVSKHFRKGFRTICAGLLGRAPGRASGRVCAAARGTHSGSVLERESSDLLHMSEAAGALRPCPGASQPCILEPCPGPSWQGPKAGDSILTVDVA
MRP-1 activ: H69AR viability gain despite doxorubicin, primary screen, MRP-1 activator project, H69AR cells, CellTiter-Glo. AID 799, 2007. 0.61% of 140,000 active. viability increase, % at 10 µM. viability rescue;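 active = viability gain under doxorubicin at or above a set limit, the compound median plus 3 SD, cut at about 4.7% in these data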;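 note: MRP-1 overexpressing cells given doxorubicin 25 µM after compound pretreatment; 18-22 h compound pretreatment then 72 h with doxorubicin before readout; 0% = doxorubicin-only wells and 100% = vehicle-treated cells without doxorubicin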
Measles CPE: compounds protecting cells from measles virus cytopathic effect, primary screen, measles RdRp inhibitor project, single point, MLSMR library, absorbance; Measles virus-infected cells, CPE protection; protection (pct of control), % at 4 µM; 1.5% of 140,000 active; AID 841, 2007; in the data active = protection mostly above about 24%, no sharp cut-off; inactive = mostly below about 26%; note: some compounds called inactive have numbers as strong as hits
Yeast growth inh: growth inhibitors of yeast BB579 in restrictive medium, primary screen, yeast lifespan-shortening project, S. cerevisiae; OD615, 48 h; inhibition, % at 10 µM; 0.51% of 140,000 active; AID 804, 2007;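 active = inhibition above a set limit, 3 SD over the mean compound inhibition, cut at about 44% in these data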; note: inactives centre near -24
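System: Saccharomyces cerevisiae DeaD strain BB579, replicative lifespan model yeast. Buffer or medium: restrictive glucose-based CSMM-D medium. Doses: one dose, 10 µM compound with 0.25% DMSO. Timing: 4 h preincubation and 48 h exposure at 30 °C. Detection: turbidity as optical density at 615 nm. Benchmarks: amphotericin B 10 µg/mL, positive.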
E-sel TNF inh: E-selectin induction blockers in HUVEC – imaging, immunofluorescence, high content, primary screen. inhibition, % at 2 µM. 0.71% of 120,000 active. HUVEC TNFa-induced E-selectin immunofluorescence. AID 1246, 2008;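 active = inhibition above the batch mean plus 3 SD, and confirmed as a hit on visual image review, cut at about 43% in these data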;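 note: 0% = TNF-stimulated DMSO wells and 100% = unstimulated control wells; not every result past the cut was called active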
NPY-Y2 antag: NPY-Y2 receptor antagonists, primary screen, cell-based; NPY-Y2 expressing cells, antagonist mode; inhibition, % at 2.7 µM; 0.99% of 140,000 active; AID 793, 2007; in the data active = inhibition above about 17%;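 note: 0% = vehicle with agonist challenge and 100% = reference antagonist with challenge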
Target sequence (P49146 whole entry, looked up): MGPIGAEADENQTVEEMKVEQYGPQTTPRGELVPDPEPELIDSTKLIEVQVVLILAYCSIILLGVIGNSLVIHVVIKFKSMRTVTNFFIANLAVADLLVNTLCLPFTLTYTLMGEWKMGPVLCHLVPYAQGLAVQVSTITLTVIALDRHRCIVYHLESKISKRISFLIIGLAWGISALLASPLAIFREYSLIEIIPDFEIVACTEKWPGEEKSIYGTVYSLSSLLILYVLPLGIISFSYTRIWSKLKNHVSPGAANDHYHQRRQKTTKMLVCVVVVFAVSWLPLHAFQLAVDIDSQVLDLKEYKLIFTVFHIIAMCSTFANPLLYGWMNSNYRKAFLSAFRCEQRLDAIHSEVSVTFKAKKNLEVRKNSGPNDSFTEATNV
HCT116 bCat-KO: primary screen for growth suppressors in beta-catenin knockout HCT116 cells (colon tumor, human); viability, % at 10 µM; HCT116 beta-catenin knockout viability, CellTiter-Glo, 60 h; hits give low values; AID 818, 2007; 1.5% of 140,000 active;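 active = viability at or under a set limit, the compound median less 4 SD, cut at about 6% in these data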;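 note: 0% = Hyamine 1622 control at 20 µM and 100% = untreated cell control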
Phagocytosis inh: inhibitors of macrophage phagocytosis, primary screen, imaging, J774A.1 cells, IgG beads. 0.07% of 110,000 active. J774A.1 macrophage IgG-bead phagocytosis. inhibition, % at 5 µM. AID 1029, 2008;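 active = inhibition above the mean of the plate negative controls plus 5 SD, cut at about 13% in these data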;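 note: phagocytic index as fraction of beads internalized from green versus red external bead signal; plate controls were DMSO negative control for no effect and cytochalasin-D positive control for full effect; some results beyond the cut were filed as inactive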
PTEN del growth: growth suppression of PTEN-null HCT116, primary screen, cell-based, CellTiter-Glo; HCT116 PTEN-null viability, 60 h; hits give low values; viability, % at 10 µM; 1.2% of 140,000 active;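 active = viability at or below a set limit, 4 SD under the median of all tested compounds, cut at about 3.7% in these data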;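 note: PTEN knockout HCT116 line with beta catenin targeted HCT116 as companion control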
Yeast lifespan up: compounds extending yeast replicative lifespan, primary screen, S. cerevisiae, OD615. 0.68% of 130,000 active. AID 775, 2007. inhibition of the nicotinamide effect, % at 10 µM. S. cerevisiae growth with nicotinamide; deaD strain in restrictive glucose medium;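 active = inhibition above a set limit, placed 3 SD over the median of all compounds, cut at about 26% in these data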;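 note: 0% = nicotinamide-treated wells and 100% = cells grown without nicotinamide; some compounds called inactive have numbers as strong as hits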
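Test system – modified budding yeast, DeaD strain · Compound – single dose 10 µM compound, 0.25% DMSO · Times – culture preincubation 4 h, compound exposure 48 h, both 30 °C · Detection – optical density (absorbance) at 615 nm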
Active calls of the source: *; nt = not tested or not shown.

A first look:
SMILES | GALR2 blocker | MRP-1 activ | Measles CPE | Yeast growth inh | E-sel TNF inh | NPY-Y2 antag | HCT116 bCat-KO | Phagocytosis inh | PTEN del growth | Yeast lifespan up
Cc1ccccc1N(C)S(=O)(=O)c1ccc2[nH]cc(C(=O)NCC3CCCO3)c(=O)c2c1 (stereo not given) | 18 | -1.4 | 21 | -111 | -18 | 2 | 86 | nt | 88 | -8
O=C(COC(=O)CC(c1ccccc1)c1ccccc1)Nc1cccc(F)c1 | 4 | 1.2 | 7 | 4 | 46 | 9 | 100 | -5 | 114 | -4

The whole of this part, from the first entry:
SMILES | GALR2 blocker | MRP-1 activ | Measles CPE | Yeast growth inh | E-sel TNF inh | NPY-Y2 antag | HCT116 bCat-KO | Phagocytosis inh | PTEN del growth | Yeast lifespan up
Cc1ccccc1N(C)S(=O)(=O)c1ccc2[nH]cc(C(=O)NCC3CCCO3)c(=O)c2c1 (stereo not given) | 18 | -1.4 | 21 | -111 | -18 | 2 | 86 | nt | 88 | -8
O=C(COC(=O)CC(c1ccccc1)c1ccccc1)Nc1cccc(F)c1 | 4 | 1.2 | 7 | 4 | 46 | 9 | 100 | -5 | 114 | -4
O=C(Nc1ccccc1N1CCCCC1)c1cccc(F)c1 | -7 | 0.2 | 11 | -48 | -12 | 8 | 121 | 5 | 104 | 2
Cc1[nH]n(-c2ccccc2)c(=O)c1/C=N/NC(=O)c1cccc([N+](=O)[O-])c1 | 9 | -3.6 | 18 | -14 | -41 | 1 | 2.4* | -1 | 2.6* | -8
COc1ccc(C(=O)N2CCCC2)cc1S(=O)(=O)N1CCOCC1 | 17 | -0.5 | 12 | 6 | -20 | 2 | 88 | 0 | 88 | -15
O=C(COc1ccccc1CNCc1ccccc1)Nc1ccccc1 | 5 | -5.0 | 9 | -39 | nt | 21* | 53 | 0 | 40 | 4
CCn1c(SCC(=O)N/N=C/c2cc(OC)c(O)c(OC)c2)nc2ccccc21 | -11 | 0.8 | 19 | -14 | 6 | -2 | 90 | 0 | 97 | 8
CCOC(=O)c1sc2ncnc(N3CCN(C(=O)OCC)CC3)c2c1C | 6 | -0.8 | 16 | 0 | nt | 12 | 89 | -1 | 84 | -12
COc1ccc2c(c1)c1nc3ccccc3nc1n2Cc1ccc(OC(C)C)c(OC)c1 | 3 | -1.7 | 14 | -30 | nt | 11 | 61 | -8 | 30 | 0
CCC1CCC2(CC1)NC(=O)N(CC(=O)c1c(C)[nH]c3ccccc13)C2=O (stereo not given) | -2 | -2.3 | 2 | -19 | 36 | -3 | 90 | -8 | 85 | -7
CCOC(=O)c1sc(NC(=O)c2ccc(S(=O)(=O)N(C)C)cc2)nc1C | -5 | -2.7 | 4 | -44 | 28 | 0 | 88 | 0 | 92 | -15
Cc1nn(Cc2ccccc2Cl)c(C)c1NC(=O)NC12CC3CC(CC(C3)C1)C2 | -12 | -1.2 | 4 | -20 | -1 | 2 | 84 | nt | 71 | -5
CCOC(=O)CSc1nnc(CNC(=O)c2cccs2)n1Cc1ccccc1 | -4 | -0.7 | 8 | -19 | -7 | 1 | 93 | 2 | 99 | -4
COc1cc2c(C#N)c(N3CCN(c4ccccc4OC)CC3)nc(N)c2c(N)n1 | 1 | -4.7 | 7 | -52 | nt | -1 | 46 | 0 | 47 | -23
CCOC(=O)C(C(=O)NCc1ccc(C)cc1)c1ncc(C(F)(F)F)cc1Cl (stereo not given) | -4 | -0.6 | 5 | -34 | -38 | 7 | 87 | nt | 89 | -15
CCCCOc1ccc(NC(=O)CSc2cccc3cccnc23)cc1 | 5 | -2.7 | 17 | -24 | 3 | 6 | 106 | -9 | 91 | 1
CN1CCN(c2nc(Nc3cccc(C(F)(F)F)c3)nc(N3CCOCC3)n2)CC1 | 10 | -3.3 | 20 | -70 | 19 | 5 | 50 | 0 | 55 | -12
Fc1ccc(COc2ccccc2CNCc2ccncc2)cc1 | 6 | -1.0 | 7 | -14 | nt | 3 | 89 | -5 | 85 | -1
COc1ccc2c(c1)-c1c(ssc1=S)C(C)(C)N2S(=O)(=O)c1ccc(C)cc1 | -7 | -3.5 | 6 | -22 | nt | 2 | 14 | 1 | 14 | 0
Cc1ccc(NC(=O)C(C)Sc2nnc(-c3cccnc3)o2)cc1 (stereo not given) | -5 | 2.4 | 6 | -12 | -15 | 0 | 92 | -1 | 87 | -6
CC(C)C(=O)N1CCN(c2c(Cl)cccc2[N+](=O)[O-])CC1 | -4 | -2.7 | 11 | -42 | 6 | 7 | 65 | 2 | 72 | 10
CCn1nnnc1Oc1ccc(Cl)cc1 | 5 | -0.3 | 8 | -25 | -13 | 3 | 103 | -1 | 90 | -14
COc1ccc(C2C(C(=O)Nc3ccccn3)=C(C)Nc3ncnn32)c(OC)c1 (stereo not given) | 1 | -0.9 | 9 | -28 | nt | 1 | 98 | 0 | 100 | -4
CCn1c(SCC(=O)c2ccc(OC)cc2)nnc1C(C)NC(=O)c1ccc(OC)cc1 (stereo not given) | -4 | -3.4 | 11 | -32 | -4 | -1 | 83 | 0 | 88 | -14
O=S(=O)(c1ccccc1)c1cccc(S(=O)(=O)N2CCCCC2)c1 | -2 | -0.2 | 11 | -65 | nt | -4 | 89 | 1 | 91 | -9
COc1ccc(CNC(=O)C(=O)NCC2OCCN2S(=O)(=O)c2ccc3c(c2)OCCO3)cc1 (stereo not given) | -6 | 0.9 | 4 | -8 | -17 | 1 | 69 | nt | 68 | 3
O=C(COC(=O)Cc1ccccc1[N+](=O)[O-])NCc1ccc(Cl)cc1 | -8 | -4.8 | 11 | -37 | nt | 3 | 93 | -7 | 86 | -1
CCOC(=O)NNC1CC(=O)N(c2ccc(OC)cc2)C1=O (stereo not given) | -2 | -2.4 | 5 | -13 | -54 | 0 | 111 | 0 | 104 | -17
CC(C)OCCCNC(=O)CCN1C(=O)COc2ccccc21 | 4 | 0.7 | 10 | -35 | -15 | 3 | 104 | -1 | 112 | -9
Cc1ccc(NC(=O)CSc2nnc(-c3cccnc3)n2CCN2CCCCC2)cc1 | -3 | -1.4 | 4 | -28 | 2 | 6 | 93 | 1 | 92 | 5
COc1ccc(-c2cc(N3C(=O)Nc4ccccc4N3O)n[nH]2)cc1OC | 6 | 3.1 | 9 | 6 | nt | 1 | 93 | -1 | 99 | -5
O=C(Nc1ccccc1)c1cccnc1NCCc1ccccc1 | -8 | 0.0 | 8 | -24 | -6 | 1 | 96 | -7 | 77 | -6
c1cc(CNCCCN2CCOCC2)ccn1 | -1 | -1.1 | 11 | -9 | -3 | 1 | 83 | nt | 98 | -10
Cc1ccc(C(=O)C(C)Oc2cccc(NC(=O)c3ccco3)c2)cc1 (stereo not given) | -2 | -2.2 | 7 | -38 | -5 | 3 | 85 | nt | 87 | nt
O=C(O)CCCCc1nc2ccccc2s1 | 6 | 0.4 | 8 | -52 | -1 | 3 | 92 | nt | 98 | -6
COc1ccc(N2C(S)=C(C#N)C(=O)NC2c2ccco2)cc1 (stereo not given) | 0 | 16* | 5 | -37 | 13 | 3 | 91 | -6 | 100 | 5
O=C(Nc1ccc2oc(-c3ccc(Cl)c(Cl)c3)nc2c1)c1ncn[nH]1 | 7 | -2.7 | 6 | -75 | -18 | 4 | 1.0* | 0 | 0.9* | -14
COc1ccc(C(CC(=O)Nc2ccc(Cl)cc2F)NC(=O)C(F)(F)F)cc1 (stereo not given) | 13 | -2.0 | 5 | -21 | nt | -1 | 96 | 0 | 87 | -1
O=c1nc2ccccc2c2n1CC(CN1CCN(c3ccccc3F)CC1)N2 (stereo not given) | 4 | -2.9 | 13 | -33 | nt | -3 | 94 | nt | 87 | 0
CCN(C(=O)c1ccc(C(C)(C)C)cc1)c1nnc(Cn2nnc3ccccc32)s1 | 17 | 0.4 | 3 | -34 | 2 | 4 | 10 | -1 | 10 | -10
COC(=O)/C=c1\sc2ncnn2c1=O | 5 | -1.6 | 9 | 6 | -11 | 2 | 95 | -1 | 104 | 17
Cn1c(CSCc2ccc(F)cc2)nnc1SCC(=O)Nc1nccs1 | 0 | -0.7 | 10 | -4 | -15 | -1 | 90 | -1 | 84 | -14
Cc1ccc(NC(=O)COc2ncnc3c(Cl)cc(Cl)cc23)cc1[N+](=O)[O-] | 8 | -1.2 | 13 | -14 | nt | 7 | 95 | -3 | 95 | 13
CNC(=O)c1cc2ccc(OC)cc2oc1=O | 13 | 0.1 | 5 | -12 | -10 | 3 | 98 | 0 | 109 | -7
Cc1csc2nc(CNC(=O)C3CC=CCC3C(=O)O)cn12 (stereo not given) | 9 | -0.7 | 19 | -1 | nt | -1 | 97 | 0 | 93 | -8
C/C(=N/NC(=O)c1ccc(C)s1)c1cccc(NC(=O)COc2ccc(Cl)cc2C)c1 | 3 | -5.0 | 7 | -7 | -22 | 6 | 26 | nt | 48 | -18
Cc1ccc(S(=O)(=O)N2CC(=NO)C2)cc1 | 3 | -0.1 | 11 | -25 | 1 | 5 | 91 | 0 | 96 | -7
Cc1cc(=O)n2c(-c3ccccc3C)n[nH]c2n1 | -5 | -0.6 | 2 | -80 | 10 | 0 | 96 | -1 | 108 | 1
COc1ccc(C(=O)Nc2cccc(OC)c2)cc1 | 1 | -0.1 | 20 | -61 | 7 | 1 | 81 | 0 | 83 | -19
CCOc1ccc(-n2c(N)c(C(=O)NCc3cccnc3)sc2=S)cc1 | 11 | -2.5 | 26 | -52 | 2 | 0 | 110 | nt | 101 | -17
(listing goes on)
SMILES | GALR2 blocker | MRP-1 activ | Measles CPE | Yeast growth inh | E-sel TNF inh | NPY-Y2 antag | HCT116 bCat-KO | Phagocytosis inh | PTEN del growth | Yeast lifespan up
N/C(Cc1ccc([N+](=O)[O-])cc1)=N\OC(=O)C(c1ccccc1)c1ccccc1 | -1 | -6.3 | 22 | -29 | 6 | 2 | 70 | -1 | 62 | -2
CC1(C)CCC(C)(C)NC(=S)N1 | -5 | -2.5 | 15 | -32 | nt | 2 | 88 | -5 | 93 | -1
Cc1ccccc1NC(=O)c1sc2nc3c(c(-c4ccco4)c2c1N)CCCC3 | -2 | 0.3 | 10 | -46 | nt | 2 | 85 | nt | 97 | -4
COc1ccc(NC(=O)Cn2nnc(-c3ccccc3NS(=O)(=O)c3ccc(OC)cc3)n2)cc1 | 10 | -1.8 | 2 | -57 | nt | 0 | 10 | 24 | 11 | 11
Cc1ccc(C(=O)Oc2coc(CSc3nnc(NC(=O)C4CC4)s3)cc2=O)cc1C | -8 | -1.9 | 28 | -12 | 5 | 0 | 87 | -7 | 94 | 4
Cc1[nH][nH]c(=O)c1C(c1c(C)[nH][nH]c1=O)c1cn(Cc2ccc(F)cc2)c2ccccc12 | 6 | -5.1 | 22 | -35 | 38 | 2 | 46 | -3 | 30 | 0
O=C(Nc1cccc(Cl)c1)Nc1nnc(-c2ccncc2)s1 | -1 | -5.6 | 3 | -23 | nt | 3 | 3.8* | -7 | 3.2* | -3
